AGP1 TOR yeast: alters AGP1-GFP fluorescence in TOR pathway yeast screen | S. cerevisiae AGP1-GFP multiplex flow cytometry, 3 h; GFP as percent of DMSO wells | GFP response vs DMSO, % at 10 µM | 0.02% of 320,000 active;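 active = GFP response relative to DMSO above a set limit, near screen average plus 3 SD, cut at about 150% in these data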;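 also: median GFP channel fluorescence of the gated AGP1 strain per well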
AHR activator: human AHR activation | AHR-responsive luciferase reporter cells, luminescence | 2.5% of 320,000 active | AID 2796 | activation, % at 5 µM; in the data active = activation above about 47%;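 also: 0% = vehicle wells and 100% = reference agonist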
Target sequence (P35869 whole entry, looked up): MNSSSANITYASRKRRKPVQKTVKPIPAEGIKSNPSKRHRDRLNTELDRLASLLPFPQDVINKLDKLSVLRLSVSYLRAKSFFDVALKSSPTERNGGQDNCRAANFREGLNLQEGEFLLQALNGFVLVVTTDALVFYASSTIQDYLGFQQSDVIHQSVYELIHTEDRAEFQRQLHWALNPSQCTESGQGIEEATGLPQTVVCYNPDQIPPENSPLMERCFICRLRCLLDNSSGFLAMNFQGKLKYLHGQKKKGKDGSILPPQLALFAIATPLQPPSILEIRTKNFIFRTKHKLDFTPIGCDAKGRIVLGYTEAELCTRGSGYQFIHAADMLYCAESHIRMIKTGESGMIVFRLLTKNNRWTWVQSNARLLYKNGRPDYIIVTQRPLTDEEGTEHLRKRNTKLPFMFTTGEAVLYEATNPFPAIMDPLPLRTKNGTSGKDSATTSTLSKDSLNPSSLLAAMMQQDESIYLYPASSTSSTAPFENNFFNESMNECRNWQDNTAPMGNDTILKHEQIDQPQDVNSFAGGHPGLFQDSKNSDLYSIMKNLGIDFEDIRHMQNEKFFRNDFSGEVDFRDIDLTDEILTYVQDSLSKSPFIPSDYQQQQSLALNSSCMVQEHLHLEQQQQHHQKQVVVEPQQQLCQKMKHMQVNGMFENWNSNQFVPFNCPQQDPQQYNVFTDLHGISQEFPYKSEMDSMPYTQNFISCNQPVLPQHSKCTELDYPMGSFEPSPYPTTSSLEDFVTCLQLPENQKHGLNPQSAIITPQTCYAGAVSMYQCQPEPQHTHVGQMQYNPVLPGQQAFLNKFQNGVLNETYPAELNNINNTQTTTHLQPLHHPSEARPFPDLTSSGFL
proCasp7 act: counter-screen: procaspase-7 (human) activation | recombinant procaspase-7, Ac-DEVD-pNA absorbance 405 nm; D23A/D198A/D206A triple mutant, cannot self-cleave; scale: DMSO 0, 5 µM enzyme 100 | activation, % at 8.5 µM | 0.093% of 330,000 active | AID 463210;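 active = percent activation above the screen-wide mean plus 3 SD, cut at about 25% in these data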
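Assay system: Uncleavable procaspase-7 mutant enzyme; Input: 2 µM procaspase-7 mutant as dispensed; Also added: DEVD-pNA substrate; Medium: Zinc-free HEPES pH 7.4 with 300 mM NaCl, 0.01% Triton X-100; Timing: 1 h compound preincubation, 2 h substrate cleavage, 25 °C; Measured by: Epi-absorbance of released pNA at 405 nm, two timepoints.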
proCasp3 act: activates human procaspase-3. P42574. activation, % at 8.5 µM. recombinant procaspase-3 D3A, Ac-DEVD-pNA absorbance 405 nm. 0.11% of 330,000 active;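 active = activation above the mean of all tested compounds plus 3 SD, cut at about 21% in these data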;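 also: 0% = DMSO alone and 100% = DMSO wells spiked with extra 5 µM PC-3 D3A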
Target sequence (P42574 whole entry D9A/D28A/D175A): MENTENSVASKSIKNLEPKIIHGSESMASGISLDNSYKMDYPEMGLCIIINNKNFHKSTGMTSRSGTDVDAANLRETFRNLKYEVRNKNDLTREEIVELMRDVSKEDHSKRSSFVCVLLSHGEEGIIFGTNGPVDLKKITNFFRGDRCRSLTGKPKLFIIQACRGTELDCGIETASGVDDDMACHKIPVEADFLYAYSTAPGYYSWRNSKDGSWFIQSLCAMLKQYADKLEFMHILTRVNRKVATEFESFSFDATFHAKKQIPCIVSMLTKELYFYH
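Assay system – Procaspase-3 D3A mutant, all three cleavage aspartates alanine · Controls – DMSO-only low control, 5 µM PC-3 D3A high control · Schedule – 1 h compound preincubation, 2 h substrate hydrolysis at 25 °C · Signal – 405 nm absorbance of p-nitroaniline, reads at 0 and 120 min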
MEP2 TOR yeast: yeast TOR pathway MEP2-GFP modulation | S. cerevisiae MEP2-GFP strain, flow cytometry GFP, 3 h; 100% = DMSO control level | GFP response vs DMSO, % at 10 µM | 0.51% of 330,000 active | AID 2016;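 active = GFP response versus DMSO above a set limit, roughly screen mean plus 3 SD, cut at about 180% in these data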;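 also: median GFP fluorescence of the barcode-gated MEP2-GFP cells per well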
LAP4-GFP MLPCN: yeast TOR pathway LAP4-GFP modulation; S. cerevisiae LAP4-GFP multiplex, flow cytometry GFP, 3 h; median GFP as percent of DMSO wells; GFP response vs DMSO, % at 10 µM; 0.34% of 320,000 active; AID 2023;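 active = GFP response vs DMSO above a set limit, about the screen mean plus 3 SD, cut at about 150% in these data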
RPL19A-GFP yeast: modulators of TOR pathway RPL19A-GFP in S. cerevisiae; S. cerevisiae RPL19A-GFP strain, flow cytometry, 3 h; active compounds read low; percent response vs DMSO, % at 10 µM; 0.3% of 330,000 active; AID 2025;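 active = percent response vs DMSO below 50%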;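 also: median channel GFP fluorescence of the barcoded RPL19A-GFP strain; ratio of sample median GFP to plate DMSO average so 100% = DMSO; lower means less RPL19A-GFP as with rapamycin TOR inhibition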
CIT2-GFP yeast: modulators of TOR pathway CIT2-GFP in S. cerevisiae; S. cerevisiae CIT2-GFP strain, flow cytometry, 3 h; 100 means same as DMSO wells; GFP response vs DMSO, % at 10 µM; 0.065% of 320,000 active; AID 2029;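 active = GFP response relative to DMSO above a set limit, near the screen mean plus 3 SD, cut at about 150% in these data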;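 also: ratio of well median GFP fluorescence to mean of DMSO wells on the plate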
Starred values were filed as active, the others as inactive.

SMILES	AGP1 TOR yeast	AHR activator	proCasp7 act	proCasp3 act	MEP2 TOR yeast	LAP4-GFP MLPCN	RPL19A-GFP yeast	CIT2-GFP yeast
O=S(=O)(Nc1ccc(N2CCCCC2)cc1)c1ccccc1	100.8	-0.1	7.5	-8.1	96.8	94.6	96.8	99.8
COCCn1c(C)cc(C(=O)CSc2n[nH]c(N)n2)c1C	100.9	2.2	1.1	-5.5	93.2	111.8	100.8	96.4
CCCNS(=O)(=O)c1ccc(OCC(=O)NCc2ccc3c(c2)OCO3)cc1	100.4	0.4	8.0	8.3	102.4	95.9	100.1	100.3
NC(=O)CC(NC(=O)Cc1ccc(Br)cc1)c1ccc(NCC2CC2)c([N+](=O)[O-])c1 (configuration not stated)	90.0	1.4	-4.0	2.9	99.8	107.4	100.6	82.0
CCOC(=O)c1ccccc1NC(=S)N1CC(C)CC(C)C1 (configuration not stated)	97.3	1.1	-4.9	0.4	108.8	93.2	103.1	101.5
Cc1ccc(C(=O)Nc2cc3c(cc2N2CCCCC2)n(C)c(=O)n3C)cc1	95.0	1.1	2.0	3.8	92.0	99.7	94.7	96.6
Cc1ccc(-c2csc(Cc3nc(-c4ccc5c(c4)CCC(=O)N5)cs3)n2)cc1	91.6	9.5	-7.9	-1.8	93.0	95.4	92.2	97.6
CC(=O)N1CCOc2ccc(S(=O)(=O)N3CCC(C(=O)Nc4ccc(C)cc4C)CC3)cc21	98.6	2.0	0.5	9.0	89.7	90.2	96.2	97.7
CCC1(C)Cc2c(sc3[nH]c(=O)[nH]c(=O)c23)CS1 (configuration not stated)	104.3	10.2	2.1	-4.1	97.8	98.8	97.0	92.1
COc1ccccc1NC(=O)Cc1noc(CSc2nnc(C(F)(F)F)n2C)n1	108.2	2.0	0.6	-0.7	100.8	95.0	100.3	98.7
CC(=O)c1cc2c(cc1NC(=O)CN1CCCCCCC1)OCO2	84.5	28.7	-5.8	-0.4	99.4	99.9	95.2	109.2
CC(=O)N1CCN(c2ccc(S(C)(=O)=O)cc2[N+](=O)[O-])CC1	104.4	0.3	4.3	1.2	118.6	102.1	106.3	114.2
CC1CCN(S(=O)(=O)c2cccc(C(=O)NCc3cccs3)c2)CC1	91.8	0.5	-2.8	4.4	95.0	89.6	92.5	95.7
Cc1ccccc1-c1nc(CN2CCC(C(=O)NCCCN3CC(C)CC(C)C3)CC2)c(C)o1 (configuration not stated)	93.7	-1.3	1.0	-3.2	87.5	92.4	94.0	85.1
CCN(CC(=O)NC(=O)NC1CCCCC1)Cc1nc2ccccc2c(=O)[nH]1	101.7	0.8	7.7	4.6	99.0	95.2	100.6	105.7
CC(C)N1C(=O)C2C(C(=O)NCc3ccccc3)C3C=CC2(O3)C1C(=O)NC(C)(C)C (configuration not stated)	102.8	-2.2	12.0	5.8	101.8	97.2	97.7	97.8
CCOC(=O)CN1C(=O)N[C@H](c2ccc(Br)cc2)C(C(C)=O)=C1C	79.9	3.3	-9.1	-1.8	78.1	124.6	91.7	93.9
CC(C)Oc1ccc(C(=O)Nc2nnc(C3=COCCO3)o2)cc1	100.6	2.4	18.0	-3.7	112.5	103.3	99.4	103.0
C=CC[C@H](CC(=O)OC(C)(C)C)C(=O)OC[C@H]1CCCN1C(=O)[C@H](CC=C)CC(=O)N(CCO)Cc1ccccc1	99.5	-1.1	0.2	2.7	96.5	94.0	97.5	99.0
Cc1c(Cl)cccc1NC(=O)CC(Cc1ccccc1)C(=O)O (configuration not stated)	107.8	0.0	12.2	-3.3	102.4	107.7	101.4	103.6
O=C(NCc1ccc2c(c1)OCO2)Nc1ccc(Cl)cc1	100.1	15.2	5.0	4.7	96.0	88.8	103.3	99.7
C/C(=N\NC(=O)c1cc(-c2ccc(C)s2)[nH]n1)c1ccncc1	101.2	34.1	11.6	8.8	104.5	101.5	105.9	104.8
CCN(CC(=O)NC(C)(C)C)C(=O)C(c1ccccc1)c1ccccc1	106.1	-0.2	3.3	6.7	99.8	105.4	102.0	96.5
CC(=O)c1sc(NC(=O)c2ccccc2F)nc1C	106.2	-0.2	6.5	1.3	107.2	100.1	106.0	102.1
COC(=O)c1ccccc1NC(=O)Nc1ccc(Br)cn1	103.6	14.0	-2.0	13.0	102.1	107.6	105.9	107.7

Additional records follow:
SMILES	AGP1 TOR yeast	AHR activator	proCasp7 act	proCasp3 act	MEP2 TOR yeast	LAP4-GFP MLPCN	RPL19A-GFP yeast	CIT2-GFP yeast
CCC(C)NC(=O)CSc1nc2ccccc2c(=O)n1Cc1ccc(OC)cc1 (configuration not stated)	105.1	-4.7	17.8	-3.9	100.6	84.5	97.1	85.0
COC(=O)c1ccccc1NC(=O)c1nc2nc(C)cc(C)n2n1	92.8	-0.3	-3.5	7.5	93.9	95.1	96.2	96.3
CCCCCC1=CCC/C1=N\NC(=O)c1ccc2c(c1)OCO2	90.8	26.6	4.2	2.9	123.2	116.7	96.4	93.7
C/C(=N\NC(=O)c1cccc(F)c1)c1ccc(Br)s1	90.6	8.0	-0.5	2.4	97.8	101.6	97.8	93.7
COc1cc(C)c(C(C)C)cc1S(=O)(=O)NC1CC(C)(C)NC(C)(C)C1	99.4	1.6	-5.1	2.5	97.4	104.2	98.5	95.7
Cc1nc(C)c(C(=O)NNC(=O)Nc2ccc(Cl)cc2)s1	98.9	-0.1	0.4	6.1	102.2	105.3	99.6	93.3
COc1ccc(-c2ccc(=O)n(CC(=O)NCC3COCCO3)n2)cc1 (configuration not stated)	98.6	-1.2	6.3	7.8	86.8	103.9	84.6	85.4
CC(=O)Nc1cccc(/C(C)=N/NC(=O)c2ccc(CN3CCOCC3)cc2)c1	99.0	-0.4	-5.4	-0.2	92.6	102.7	95.8	95.7
COCCn1ccc2c(OCC(=O)NCCc3ccccc3)cccc2c1=O	105.9	1.2	2.1	10.4	99.4	102.9	98.9	101.5
COc1ccc(CC(=O)Nc2ccc(N(C)C)c3ccccc23)cc1	103.1	14.2	5.3	1.0	108.5	95.3	103.6	102.8
Cn1cnnc1SCC(=O)Nc1cc(S(=O)(=O)N2CCCCCC2)ccc1Cl	96.2	1.0	1.9	2.8	102.1	91.0	102.8	96.3
COc1ccc(NC(=O)CC2C(=O)N(c3ccc(OC)cc3)C(=S)N2NC(=O)c2cccc(F)c2)cc1 (configuration not stated)	89.7	1.7	4.0	-4.5	94.9	84.2	92.6	91.5
Cc1ccc(C)c(N2CCN(C(=O)c3ccc(CS(=O)(=O)c4ccccc4C)o3)CC2)c1	106.1	1.0	-1.1	-0.4	102.3	101.7	96.0	98.4
CCOC(=O)c1ccc(NC(=S)NCCC2=CCCCC2)cc1	99.1	0.1	-3.7	6.1	104.1	89.0	105.3	99.7
COc1ccc(NC2CCCN(C(=O)c3cc4ncccn4n3)C2)cc1 (configuration not stated)	90.3	3.9	-12.7	3.6	92.2	85.5	93.4	89.2
Nn1c(SCC(=O)NC2CCCc3ccccc32)nnc1-c1cccs1 (configuration not stated)	101.5	3.4	11.7	2.9	102.3	98.2	96.1	104.0
CCN(CC)C(=O)CN(C#N)c1nc(NC(C)C)nc(NC(C)C)n1	102.1	-4.7	-13.4	13.7	97.4	104.6	98.6	99.6
CCOC(=O)CSc1ncccn1	103.5	1.4	6.4	1.8	108.3	95.2	105.1	101.5
COc1ccccc1Cn1nc(C(=O)O)c2ccccc2c1=O	94.4	7.2	1.2	5.8	109.6	88.6	98.3	94.3
Cc1ccc(C(=O)OCc2cn3ccccc3n2)cc1	92.8	2.1	4.4	1.4	98.5	118.7	98.8	96.2
CC12CCC(C(=O)NCCCn3ccnc3)(OC1=O)C2(C)C (configuration not stated)	103.8	23.6	9.0	-3.4	109.6	106.3	103.7	103.6
CCOCCCN(C)C1CCN(C(=O)c2oc3ccccc3c2NC(=O)Cc2ccc([N+](=O)[O-])cc2)CC1	106.6	0.1	-7.3	1.3	109.2	116.4	102.8	104.4
COCCCNC(=O)c1ccc(Cn2c(=O)[nH]c3ccccc3c2=O)cc1	104.6	-1.0	5.5	9.1	104.0	99.3	100.0	107.3
CCOC(=O)c1oc2cccc(O)c2c1CN(Cc1ccccc1)C(C)=O	93.5	1.4	10.9	5.2	94.0	87.4	91.6	91.5
CCOC(=O)c1c(O)c2ccccc2n(C)c1=O	99.5	7.1	4.4	-2.0	95.1	98.2	99.5	80.7

Part of the list above, field by field.
COc1ccc(NC2CCCN(C(=O)c3cc4ncccn4n3)C2)cc1 (configuration not stated)
  AGP1 TOR yeast: 90.3
  AHR activator: 3.9
  proCasp7 act: -12.7
  proCasp3 act: 3.6
  MEP2 TOR yeast: 92.2
  LAP4-GFP MLPCN: 85.5
  RPL19A-GFP yeast: 93.4
  CIT2-GFP yeast: 89.2
CCOC(=O)c1c(O)c2ccccc2n(C)c1=O
  AGP1 TOR yeast: 99.5
  AHR activator: 7.1
  proCasp7 act: 4.4
  proCasp3 act: -2.0
  MEP2 TOR yeast: 95.1
  LAP4-GFP MLPCN: 98.2
  RPL19A-GFP yeast: 99.5
  CIT2-GFP yeast: 80.7

The list goes on:
SMILES	AGP1 TOR yeast	AHR activator	proCasp7 act	proCasp3 act	MEP2 TOR yeast	LAP4-GFP MLPCN	RPL19A-GFP yeast	CIT2-GFP yeast
CCOC(=O)C1CCN(C(=O)c2ccc3c(c2)NC(=O)/C(=C\c2ccc(C)cc2)S3)CC1	95.7	-0.8	-1.8	6.1	104.1	94.0	97.5	96.8
CC12C(=O)N(Cc3ccco3)C(=O)C1C1c3ccccc3C2c2ccccc21 (configuration not stated)	97.3	-0.6	2.8	13.2	97.7	104.8	92.1	94.9
c1ccc2c(c1)CCCN2Cc1nnnn1C1CCCC1	104.5	8.5	-3.6	-3.1	120.8	104.2	99.8	107.7
COc1ccc(CN(C)CC(=O)Nc2ccccc2C(=O)NC2CC2)cc1F	92.8	5.6	-4.2	-5.8	100.0	96.8	93.1	102.0
Cc1ccc(/C(O)=C2/C(=O)C(=O)N(c3ccccn3)C2c2cccc([N+](=O)[O-])c2)cc1 (configuration not stated)	89.6	1.6	3.3	-2.5	95.2	90.8	98.2	90.1
O=C(CSc1nnc2ccc(-c3ccccn3)nn12)Nc1ccccc1	104.9	4.8	-9.8	2.0	96.0	115.5	96.5	96.5
CC(OC(=O)c1ccc(Cl)nc1)C(=O)NC(C)(C)C (configuration not stated)	109.6	-0.9	-7.2	0.9	103.0	101.9	96.9	112.2
CCCCC(=O)Nc1nnc(CCc2ccccc2)s1	92.7	1.7	5.7	7.9	93.5	88.8	100.2	96.3
CCCCn1nnc(NC(=O)c2ccc(-c3ccccc3)cc2)n1	98.8	-0.6	4.3	2.4	98.0	104.8	97.1	102.7
COc1cccc(NC(=O)CN(C)C(=O)c2ccc(N3CCOCC3)c([N+](=O)[O-])c2)c1	96.5	-0.9	4.8	-9.1	88.7	96.2	87.0	83.2
O=C(OCc1csc(Nc2ccccc2)n1)c1ccc(Cl)cc1	95.0	6.6	-9.0	2.4	96.5	107.5	99.4	95.3
Cc1ccccc1NC(=O)C1(NC(=O)c2cccc(N3C(=O)CSC3c3ccccc3)c2)CCCCC1 (configuration not stated)	108.5	2.2	7.6	-0.1	102.7	116.9	102.7	96.9
Cc1c(Nc2cc(N3CCCC(C)C3)c3nonc3c2[N+](=O)[O-])c(=O)n(-c2ccccc2)n1C (configuration not stated)	100.8	3.5	5.2	2.8	102.3	95.4	99.7	101.3
CC(SCc1nc2sc3c(c2c(=O)[nH]1)CCCC3)C(=O)Nc1ccccn1 (configuration not stated)	106.0	4.9	7.4	-5.9	100.3	105.2	98.0	97.3

Screening results: PubChem BioAssay, several laboratories
